# Source: PubChem BioAssay
# eLon inh = inhibitors of E. coli Lon protease, primary screen, biochemical, fluorescence polarization; purified E. coli Lon protease; AID 602123, 2011; 360,000 compounds, 0.42% hits; inhibition, % at 7.94 µM; in the data active = inhibition above about 13%, passing the limit was not always enough;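 also: 0% = enzyme with probe and DMSO and 100% = no enzyme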
# MLLE-PAM2 inh = inhibitors of PABP1 MLLE–PAM2 peptide binding, primary screen, biochemical, fluorescence polarization, FITC-PAM2, GST-MLLE; inhibition, % at 20 µM; 360,000 compounds, 0.36% hits; AID 588489, 2011; in the data active = inhibition above about 35%, passing the limit was not always enough;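 also: plate controls were DMSO wells with GST-MLLE for no effect and wells lacking GST-MLLE protein for full effect; some results filed as inactive read as strong as hits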
# MT1-MMP act inh = blockers of MT1-MMP proenzyme processing, primary screen, HT1080 RFP-PRO-GFP cells, GFP/RFP fluorescence; GFP/RFP ratio change, % at 20 µM; 360,000 compounds, 0.061% hits; GFP/RFP ratio fluorescence, overnight; percent of plate control window, DMSO zero; Matrix metalloproteinase-14 (Homo sapiens), P50281;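 active = GFP/RFP ratio change of at least 30% with cell ATP level not reduced by more than half and red fluorescence within 50% of control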; also: strong numbers were not always called active
#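 Test system: HT1080 cells expressing an RFP-PRO-GFP fluorescent reporter construct / Compound dosing: single-point 20 µM compound, 1% DMSO / Schedule: cells overnight before dosing, compound overnight, 37 °C, 5% CO2 / Evaluation: GFP/RFP fluorescence ratio / Control set: DMSO and RFP-L50D-GFP cell wells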
# MsrA act = bovine MsrA enzyme activators, primary screen, biochemical, absorbance, HTS. Methionine sulfoxide reductase A (Bos taurus). purified bovine MsrA, absorbance read-out. activation, % at 10.6 µM. 360,000 compounds, 0.3% hits. AID 602163, 2012; in the data active = activation above about 7.5%;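 also: 0% = vehicle and 100% = reference activator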
# FAS TE block = FAS thioesterase domain inhibitors, primary screen, biochemical, fluorescence intensity, uHTS; inhibition, % at 15 µM; recombinant FAS-TE, OMFH fluorogenic substrate, fluorescence endpoint; Fatty acid synthase (Homo sapiens), P49327; 360,000 compounds, 0.67% hits;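 active = compounds whose normalised, plate-corrected inhibition of enzyme fluorescence in the single-dose primary screen is 50% or more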;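 also: 0% = DMSO with enzyme and 100% = substrate without enzyme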
# Rin1-Abl PPI inh = inhibitors of Rin1-Abl protein binding, primary screen, biochemical, TR-FRET; 360,000 compounds, 0.4% hits; Tyrosine-protein kinase ABL1 (Homo sapiens) + Ras and Rab interactor 1 (Homo sapiens), …; inhibition, % at 7.35 µM; in the data active = inhibition above about 5%, passing the limit was not always enough
# SKN-1 block = suppressors of acrylamide-induced Pgst-4::GFP reporter in worms, primary screen, SKN-1 inhibitor project, whole organism, uHTS, GFP/RFP fluorescence ratio, strain VP596; inhibition, % at 21.8 µM; 360,000 compounds, 0.49% hits; C. elegans VP596 Pgst-4::GFP/RFP ratio, 24 h;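 active = interference check ratio from 0.5 to 1.5 plus GFP to RFP signal ratio inhibition reaching or exceeding a fixed threshold, cut at about 30% in these data, passing the limit was not always enough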; also: some compounds called inactive have numbers as strong as hits
# Neddyl block = inhibitors of cullin neddylation, primary screen, biochemical, TR-FRET, uHTS, NAE and Ubc12; NEDD8-conjugating enzyme Ubc12 (Homo sapiens) + NEDD8-activating enzyme E1 regulatory …; calls only at 25 µM; 360,000 compounds, 0.58% hits; AID 651699, 2012; in the data active = inhibition above about 36%
# CendR NRP1 mod = modulators of CendR peptide binding to NRP-1, primary screen, biochemical, fluorescence polarization, uHTS; Neuropilin-1 (Homo sapiens), O14786; FAM-RPARPAR peptide binding to NRP-1; inhibition, % at 25 µM; 360,000 compounds, 0.85% hits;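 active = inhibition or corrected inhibition above about 18%, plus a signal ratio from 0.5 to 1.5, limit read from the data, passing the limit was not always enough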; also: strong numbers were not always called active
# Target sequence (O14786 whole entry, looked up): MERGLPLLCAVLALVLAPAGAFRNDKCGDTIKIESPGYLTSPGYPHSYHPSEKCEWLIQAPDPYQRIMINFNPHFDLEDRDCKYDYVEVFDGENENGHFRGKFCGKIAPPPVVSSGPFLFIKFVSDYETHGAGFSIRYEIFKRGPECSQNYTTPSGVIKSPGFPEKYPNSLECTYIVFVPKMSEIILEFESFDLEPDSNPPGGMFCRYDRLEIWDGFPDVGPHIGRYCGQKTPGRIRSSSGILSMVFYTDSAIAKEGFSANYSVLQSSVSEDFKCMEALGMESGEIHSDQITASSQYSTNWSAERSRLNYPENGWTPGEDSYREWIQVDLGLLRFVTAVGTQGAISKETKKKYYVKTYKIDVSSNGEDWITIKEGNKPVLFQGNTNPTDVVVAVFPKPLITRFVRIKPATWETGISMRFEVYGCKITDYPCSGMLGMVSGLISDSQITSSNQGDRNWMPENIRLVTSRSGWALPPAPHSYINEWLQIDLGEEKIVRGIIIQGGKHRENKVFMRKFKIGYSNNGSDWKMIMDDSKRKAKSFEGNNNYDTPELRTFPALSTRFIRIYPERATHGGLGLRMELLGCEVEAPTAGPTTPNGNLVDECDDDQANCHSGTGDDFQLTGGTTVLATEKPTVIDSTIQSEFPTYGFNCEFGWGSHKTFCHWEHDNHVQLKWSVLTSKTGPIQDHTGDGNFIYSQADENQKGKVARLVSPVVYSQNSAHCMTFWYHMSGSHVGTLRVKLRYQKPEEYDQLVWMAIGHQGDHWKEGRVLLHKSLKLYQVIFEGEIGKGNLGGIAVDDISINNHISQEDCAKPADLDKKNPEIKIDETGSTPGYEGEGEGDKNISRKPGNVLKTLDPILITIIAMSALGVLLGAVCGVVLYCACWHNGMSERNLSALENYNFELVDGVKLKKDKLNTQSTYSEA
# The depositor's hits bear a star; i = inactive; / = not tested or not shown.
SMILES,eLon inh,MLLE-PAM2 inh,MT1-MMP act inh,MsrA act,FAS TE block,Rin1-Abl PPI inh,SKN-1 block,Neddyl block,CendR NRP1 mod
Cc1ccc(C)c(/C=C(\C(=O)O)c2ccc(S(=O)(=O)N3CCCCC3)s2)c1,0,-35,-4,0,5,0,2,i,-26
CC(=O)Nc1cccc(-c2csc(Nc3ccccn3)n2)c1,-6,5,4,-4,1,0,15,i,12
Cc1ccc(NCN2C(=O)c3ccccc3C2=O)cc1Cl,-1,-7,0,0,17,0,10,i,6
CC(C)C(NS(=O)(=O)c1cccc2nsnc12)C(=O)NCCC1=CCCCC1 (configuration not stated),-13,4,0,-2,3,3,0,i,-7
Cc1cc(C)n2ncc(C(=O)NCc3ccccc3)c2n1,-10,-6,1,-15,-3,0,-17,/,-1
COC(=O)C1CCN(C(=O)C2CCC(=O)N(CCCc3ccccc3)C2)CC1 (configuration not stated),5,-17,5,-3,-7,2,14,i,21
CC(OC(=O)CN1C(=O)NC2(CCCC2)C1=O)C(=O)c1ccc(C(C)(C)C)cc1 (configuration not stated),-3,16,2,-2,0,2,21,i,-4
COc1ccccc1-c1nn2c(C3COc4ccccc4O3)nnc2s1 (configuration not stated),9,29,0,3,21,2,28,i,0
O=c1cc(CN2CCN(c3ccc(Cl)c(Cl)c3)CC2)c2ccccc2o1,-2,-29,-2,0,25,5,8,i,6
CCc1ccc(NC(=O)C2CCCN(S(=O)(=O)c3ccc4c(c3)CCCN4C(C)=O)C2)cc1 (configuration not stated),1,6,-6,-3,9,6,-5,i,11
Cc1ccc(N2C(=O)C3CCC(C)(C2=O)C3(C)C)cc1 (configuration not stated),2,12,0,-2,-7,2,6,i,2
O=[N+]([O-])c1ccc(-c2cn3nc(-c4ccccc4)c(-c4ccccc4)nc3n2)cc1,-22,-41,-6,-9,24,-1,20,i,-93
COc1ccc(CCNC(=O)C2CCCN(S(=O)(=O)c3cc(C)ccc3OC)C2)cc1OC (configuration not stated),2,-11,4,-1,2,1,-5,i,2
CSc1ncc(OCc2ccccc2)c(=O)[nH]1,6,-6,-1,-5,-7,1,-8,i,-2
CC(C)C(=O)Nc1cccc(NC(=S)NC(=O)c2ccc([N+](=O)[O-])cc2)c1,-3,-53,-8,3,23,-1,-5,i,-1
CC(Oc1ccc(Cl)cc1)C(=O)Nc1ccccc1N1CCOCC1 (configuration not stated),-11,18,-4,-2,16,4,11,i,4
CC(Sc1ccccc1)C(=O)N/N=C/c1cccnc1 (configuration not stated),-2,20,0,0,-1,-2,3,i,4
Cc1ccc(C(=O)n2c(-c3ccccc3)cnc2SCC(=O)Nc2ccc(C)cc2C)cc1,-3,15,-7,-5,24,0,-6,i,-9
COc1ccc2[nH]c(=O)c(CN(C(=O)COc3ccccc3)C(C)C)cc2c1,-6,2,-2,-2,-6,-1,-9,i,0
Cc1ccnc(SCc2ccc(C(=O)O)cc2)n1,-14,-33,-5,-1,-4,5,15,i,14
Cc1noc(C)c1CCC(=O)NC1CCCN(Cc2ccc(CC(C)C)cc2)C1 (configuration not stated),-11,-2,4,-3,-4,-3,7,i,-5
O=C(O)CCN1C(=O)/C(=C2\C(=O)N(Cc3ccccc3Cl)c3ccccc32)SC1=S,10,12,-2,-1,1,1,3,i,-12
CCCCC(C)n1[nH]c(=O)cc1N (configuration not stated),-2,-2,-1,2,-6,0,-26,i,8
COc1ccc(-c2cn3cc(Cl)ccc3n2)cc1OC,-6,-20,14,-1,11,-3,13,/,-46
Cc1cnc(C(=O)Nc2ccc(C(=O)N3CCCCC3)cc2)cn1,-5,4,-1,-8,-7,0,-22,i,-1
CC1(C(=O)NS(=O)(=O)C2CC2)CCN(C(=O)c2ccc(F)c(Cl)c2)C1 (configuration not stated),3,4,3,-2,-6,3,12,i,-1
CC1Sc2ccccc2N(Cc2ccccc2)C1=O (configuration not stated),2,2,-4,-1,6,1,-10,i,0
CCOc1ccc(S(=O)(=O)Nc2nc3ccccc3nc2-n2ccc(=NC(=O)c3cccs3)cc2)cc1,-9,-41,-13,-10,-18,1,2,i,-70
COc1ccc(S(=O)(=O)N2CCCOC2CNC(=O)C(=O)NCc2ccncc2)cc1 (configuration not stated),1,-7,-1,0,-3,2,3,i,19
Cn1c(CO)cnc1S(=O)(=O)Cc1ccc(Cl)cc1,-5,14,1,-2,-1,0,-6,i,-2

# An excerpt of these results, tab-delimited.
Molecule	eLon inh	MLLE-PAM2 inh	MT1-MMP act inh	MsrA act	FAS TE block	Rin1-Abl PPI inh	SKN-1 block	Neddyl block	CendR NRP1 mod
COc1ccc2[nH]c(=O)c(CN(C(=O)COc3ccccc3)C(C)C)cc2c1	-6	2	-2	-2	-6	-1	-9	i	0
Cc1ccnc(SCc2ccc(C(=O)O)cc2)n1	-14	-33	-5	-1	-4	5	15	i	14
Cc1noc(C)c1CCC(=O)NC1CCCN(Cc2ccc(CC(C)C)cc2)C1 (configuration not stated)	-11	-2	4	-3	-4	-3	7	i	-5
O=C(O)CCN1C(=O)/C(=C2\C(=O)N(Cc3ccccc3Cl)c3ccccc32)SC1=S	10	12	-2	-1	1	1	3	i	-12
CCCCC(C)n1[nH]c(=O)cc1N (configuration not stated)	-2	-2	-1	2	-6	0	-26	i	8
COc1ccc(-c2cn3cc(Cl)ccc3n2)cc1OC	-6	-20	14	-1	11	-3	13	/	-46
Cc1cnc(C(=O)Nc2ccc(C(=O)N3CCCCC3)cc2)cn1	-5	4	-1	-8	-7	0	-22	i	-1
CC1(C(=O)NS(=O)(=O)C2CC2)CCN(C(=O)c2ccc(F)c(Cl)c2)C1 (configuration not stated)	3	4	3	-2	-6	3	12	i	-1
CC1Sc2ccccc2N(Cc2ccccc2)C1=O (configuration not stated)	2	2	-4	-1	6	1	-10	i	0
CCOc1ccc(S(=O)(=O)Nc2nc3ccccc3nc2-n2ccc(=NC(=O)c3cccs3)cc2)cc1	-9	-41	-13	-10	-18	1	2	i	-70
COc1ccc(S(=O)(=O)N2CCCOC2CNC(=O)C(=O)NCc2ccncc2)cc1 (configuration not stated)	1	-7	-1	0	-3	2	3	i	19
Cn1c(CO)cnc1S(=O)(=O)Cc1ccc(Cl)cc1	-5	14	1	-2	-1	0	-6	i	-2

# (more compounds)
SMILES,eLon inh,MLLE-PAM2 inh,MT1-MMP act inh,MsrA act,FAS TE block,Rin1-Abl PPI inh,SKN-1 block,Neddyl block,CendR NRP1 mod
Cc1cc2nccc(-c3ccco3)n2n1,-6,0,-3,-4,-8,-7,4,i,6
O=C(N/N=C/c1ccncc1)c1cc([N+](=O)[O-])cc([N+](=O)[O-])c1O,-5,6,6,-2,4,0,-26,i,0
Cc1cc(Br)ccc1Nc1nc(N)nc(N)c1N=O,5,12,-17,-8,-4,-5,11,i,13
Cc1ccc(-c2cc(Cc3cccs3)c(=O)[nH]n2)cc1,1,-13,3,-3,5,-1,34,i,6
C=CCN(CC=C)C(=O)Nc1cc(Cl)ccc1OC,-2,-4,-7,-4,6,2,13,i,-10
COCCn1nnnc1C(c1cccs1)N1CCN2CCCC2C1 (configuration not stated),-6,9,-4,-4,0,4,11,i,6
Cc1ccc(-c2nnn(CC(=O)N(Cc3cccs3)C(C(=O)NCC3CCCO3)c3ccco3)n2)o1 (configuration not stated),2,7,1,-3,-4,4,-7,i,-11
CCn1c(SCC(=O)c2ccccc2)nnc1-c1cccs1,-8,-9,7,2,-6,4,-3,i,32*
N#Cc1nc(COc2cccc(Cl)c2)oc1NCc1ccco1,-4,-9,0,-1,22,-1,7,i,-4
Cc1csc(CNC(=O)C2CCC(=O)N(CCc3cccc(F)c3)C2)n1 (configuration not stated),-1,13,-8,-3,0,-4,0,i,16
CCCC(C(=O)NC1CCCCC1)N(Cc1ccco1)C(=O)CNS(=O)(=O)c1ccccc1 (configuration not stated),1,-4,8,-4,3,-4,10,i,-11
CC(CCc1ccccc1)NC(=O)CNC(=O)COc1ccccc1 (configuration not stated),-6,5,-2,-7,-6,-5,-6,i,-4
Cc1cccc(NC(=O)C(=O)NCC2CCCN2S(=O)(=O)c2cccs2)c1 (configuration not stated),0,7,4,0,4,-5,11,i,-2
COc1ccc(C(=O)NCC(=O)N/N=C/c2ccc([N+](=O)[O-])s2)cc1OC,1,11,1,-4,-9,-2,-9,i,-2
CCOC(=O)CSc1nnc(Cc2ccccc2)n1Cc1ccco1,-2,-2,-1,-5,-2,-3,1,i,-3
CCc1nc2ccc(C(=O)Nc3nnc(C)s3)cc2nc1CC,-7,-14,0,-1,-8,-1,-3,i,-3
Cc1cc(C)cc(C(=O)Nc2nnc(SCC(=O)NCC3CCCO3)s2)c1 (configuration not stated),11,-25,0,-3,-6,1,12,i,2
COC(=O)c1cnn(-c2nc3c(C)cccc3s2)c1C,-4,2,-4,-2,-6,-31,0,i,2
CC(C)C[C@H]1CN=C(Nc2ccccc2)N1CC1CCC(C(C)(C)C)CC1 (some centres not stated),-3,-6,-5,-1,-150,2,-1,i,4
CC(NCCc1ccc(O)cc1)C(O)c1ccc(O)cc1 (configuration not stated),-3,13,5,0,-4,-2,13,i,-1
CNC(=S)NNC(=O)c1cccs1,-15,6,-2,-4,-6,-2,2,i,-5
CC(=O)Nc1ccc(S(=O)(=O)NNC(=O)COc2ccc(C(C)(C)C)cc2)cc1,-7,26,6,-2,2,0,-1,i,10
COc1cc(/C=N/Nc2nc(=O)[nH]nc2C)cc([N+](=O)[O-])c1O,7,12,11,-8,3,-10,8,i,4
O=C(O)CNC(=S)N(Cc1ccccc1)Cc1cccs1,-4,-33,0,-1,-2,0,12,i,9
COc1ccc(S(=O)(=O)Nc2cccc3c2O[C@H](CN(C)C(=O)Nc2ccc4c(c2)OCO4)[C@@H](C)CN([C@H](C)CO)C3=O)cc1,-12,28,-3,-1,0,0,-2,i,-4
COc1ccc(Cl)cc1S(=O)(=O)N(C)CC(=O)N1CCOCC1,-6,6,-1,-8,-6,0,-3,i,5
COC(=O)Cc1c(C)c2ccc(OCC(=O)NC3CCS(=O)(=O)C3)cc2oc1=O (configuration not stated),4,-7,-1,-3,-3,-2,12,/,4
NC(=O)N1CCN(C(=O)c2ccco2)CC1,-9,12,6,-12,-9,1,-23,i,7
